# Screens (PubChem BioAssay)
# CHO-K1 Ca antag: M1 antagonist counterscreen hit in parental CHO-K1 cells; hit rate 0.6% among 360,000; inhibition, % at 3 µM; ATP-induced calcium, Fluo-8 fluorescence;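 active = inhibition above a per-plate cutoff, the plate's mean sample inhibition plus 3 SD, cut at about 24% in these data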;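 note: 0% = DMSO plus EC80 ATP and 100% = DMSO alone without ATP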
# TAAR1 agonist: agonists of human TAAR1; Q96RJ0; CHO RD-HGA16 TAAR1, Fluo-8 calcium fluorescence; vehicle wells 0%, saturating PEA agonist 100%; activation, % at 3 µM; hit rate 0.99% among 360,000;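 active = activation above the mean activation of all test compounds in the run plus 3 SD, cut at about 38% in these data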
# Target sequence (Q96RJ0 whole entry, looked up): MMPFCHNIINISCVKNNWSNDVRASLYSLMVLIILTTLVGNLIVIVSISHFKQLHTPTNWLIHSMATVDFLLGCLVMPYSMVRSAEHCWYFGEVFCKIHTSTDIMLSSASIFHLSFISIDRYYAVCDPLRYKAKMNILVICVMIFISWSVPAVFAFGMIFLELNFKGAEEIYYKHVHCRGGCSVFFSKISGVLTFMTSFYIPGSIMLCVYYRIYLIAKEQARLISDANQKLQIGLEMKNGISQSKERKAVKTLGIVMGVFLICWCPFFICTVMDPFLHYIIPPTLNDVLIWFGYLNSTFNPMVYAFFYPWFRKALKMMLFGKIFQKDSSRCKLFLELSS
#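 System: CHO-derived RD-HGA16 cells with stable Gα16 and human TAAR1 / Times: 17-24 h plating, Fluo-8 75 min 37 °C, 30 min RT / Technique: calcium-sensitive Fluo-8 signal, excitation 470-495, emission 515-575 nm / Measure: % activation relative to PEA EC100 response / Benchmarks: DMSO and PEA EC100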
# CHRM1 PAM: human CHRM1 positive allosteric modulation; CHO-K1 hM1, Fluo-8 calcium fluorescence, ACh EC20; 0% = ACh EC20, 100% = maximal ACh; activation, % at 3 µM; hit rate 0.088% among 360,000; in the data active = activation above about 19%, passing the limit was not always enough
# Target sequence (P11229 whole entry, looked up): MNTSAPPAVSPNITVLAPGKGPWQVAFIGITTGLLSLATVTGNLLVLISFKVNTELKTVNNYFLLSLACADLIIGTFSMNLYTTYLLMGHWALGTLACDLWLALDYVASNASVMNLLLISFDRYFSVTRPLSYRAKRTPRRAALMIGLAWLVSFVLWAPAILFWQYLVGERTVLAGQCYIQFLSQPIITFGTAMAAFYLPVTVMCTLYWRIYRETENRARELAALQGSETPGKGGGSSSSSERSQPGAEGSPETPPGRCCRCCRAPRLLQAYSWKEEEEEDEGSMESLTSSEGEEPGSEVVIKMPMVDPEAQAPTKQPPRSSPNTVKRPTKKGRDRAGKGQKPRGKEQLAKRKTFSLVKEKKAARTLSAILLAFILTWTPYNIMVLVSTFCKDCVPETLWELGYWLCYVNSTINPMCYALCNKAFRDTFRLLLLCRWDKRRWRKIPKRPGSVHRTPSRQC
# CHRM1 antagonist: blocks human M1 muscarinic receptor. P11229. CHO-K1 hM1, Fluo-8 calcium fluorescence, ACh EC80 antagonist. inhibition, % at 3 µM. hit rate 1.3% among 360,000. AID 588852;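 active = percent inhibition above its own plate's cutoff, namely the mean of that plate's compound wells plus 3 SD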;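 note: peak over basal fluorescence ratio during 140 s after agonist addition; 0% = ACh EC80 plus DMSO and 100% = DMSO alone without agonist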
# CHO-K1 Ca PAM: nonselective activator or artifact in parental CHO-K1 calcium assay; hit rate 0.02% among 360,000; activation, % at 3 µM; ATP EC20, Fluo-8 calcium fluorescence; 0% at ATP EC20, 100% at ATP max; AID 602247;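 active = activation above the run cutoff, the mean activation of all test compounds plus 3 SD, cut at about 40% in these data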;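 note: peak over basal fluorescence ratio in a 140 s read after ATP addition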
# CHO parental Ca: signal in parental CHO cells, OX1R antagonist counter-screen; inhibition, % at 5.6 µM; parental CHO-K1, ATP-induced calcium, Fluo-8 fluorescence; hit rate 0.63% among 330,000; AID 463079;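 active = inhibition above that plate's mean sample inhibition plus 3 SD, cut at about 26% in these data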;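 note: 0% = ATP-challenged DMSO wells and 100% = DMSO wells without ATP; some compounds past the cut are filed as inactive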
#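 Assay system – parental CHO cells · Reagent – ATP stimulus · Detection – intracellular calcium via Fluo-8 no-wash fluorescent dye · Evaluation – percent inhibition of ATP-evoked calcium rise, normalized to controls · Controls – ATP wells versus no-ATP DMSO wells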
# M1 ag: agonists of human M1 muscarinic receptor. P11229. CHO-K1 hM1, Fluo-8 calcium fluorescence, agonist mode; 0% DMSO, 100% acetylcholine EC100. activation, % at 3 µM. hit rate 0.33% among 360,000. AID 588814;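 active = activation above the run's mean compound activation plus 3 SD, cut at about 16% in these data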;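 note: peak over basal fluorescence ratio within a 140 s kinetic read after compound addition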
# CHO-K1 Ca ag: M1 agonist counterscreen hit in parental CHO-K1 cells. Fluo-8 calcium fluorescence; scaled to maximal ATP response, vehicle zero. activation, % at 3 µM. hit rate 0.48% among 360,000. AID 602248; in the data active = activation above about 15%;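 note: untransfected CHO-K1 host cells lacking M1 receptor as counterscreen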
# TAAR1 antag: antagonists of human TAAR1 | Q96RJ0 | CHO RD-HGA16 TAAR1, Fluo-8 calcium fluorescence, antagonist | inhibition, % at 3 µM | hit rate 1.5% among 360,000;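 active = inhibition above a per-plate cutoff, the mean inhibition of test compounds on that plate plus 3 SD, cut at about 49% in these data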;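 note: 0% = DMSO plus EC80 beta-PEA response and 100% = DMSO alone without agonist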
#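 Test system – hTAAR1-expressing CHO RD-HGA16 cells, Gα16-coupled · Also added – β-PEA at EC80 concentration, post-compound challenge · Compound – 3 µM, single point · Incubation – dye loading 75 min at 37 °C, then 30 min room temperature · Measured by – Fluo-8 intracellular calcium dye fluorescence, real-time kinetic reads · Benchmarks – vehicle and agonist controls · Replicates – singlicate, one well per test compound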
# * marks the source's active call; other numbers are inactive results; . = not tested or not shown.
SMILES,CHO-K1 Ca antag,TAAR1 agonist,CHRM1 PAM,CHRM1 antagonist,CHO-K1 Ca PAM,CHO parental Ca,M1 ag,CHO-K1 Ca ag,TAAR1 antag
COC(=O)c1cc(OC)c(OC)cc1NC(=O)c1ccc(Br)o1,1,-4,7,-12,-5,-19,-2,0.2,-11
Cc1nnc(SCC(=O)N2CCC(C(N)=O)CC2)s1,-7,-2,-2,1,12,4,-2,0.2,1
CCOC(=O)c1ccc(N2C(=O)C(O)=C(C(C)=O)C2c2ccccc2)cc1 (stereo not given),-1,-1,-3,-11,7,-2,-2,0.2,-7
COC(=O)C(COC(=O)c1c(F)cccc1F)NC(=O)c1c(F)cccc1F (stereo not given),-14,1,8,-18,10,-10,-2,1.4,-10
O=S(=O)(Cc1cnc(Cl)s1)c1ccccc1,-1,12,4,0,2,-10,-3,0.0,9
Cc1csc(=O)n1CCC(=O)OCC(=O)N(C)c1c(N)n(Cc2ccccc2)c(=O)[nH]c1=O,-10,3,4,-10,5,.,-4,0.3,-14
O=C(Nc1ccc(O)cc1)c1ccc2c(c1)C(=O)N(N1C(=O)c3ccccc3C1=O)C2=O,-14,2,11,-14,13,-10,-1,1.6,-16
C[C@@H]1CN([C@H](C)CO)C(=O)CCCn2cc(nn2)CO[C@H]1CN(C)S(=O)(=O)c1ccc(Oc2ccccc2)nc1,4,2,4,-9,5,.,-8,-0.2,-18
S=c1[nH]c(-c2ccccc2)cs1,-8,4,11,-3,12,2,-1,-0.1,-2
CC(C)c1ccc(OCC(=O)NC(=S)Nc2ccc3c4c(cccc24)CC3)cc1,-2,14,7,-4,16,-6,-2,0.5,23
CC1(C(=O)NCc2cccnc2)Cc2c(-c3cccc(C(F)(F)F)c3)ccnc2O1 (stereo not given),-10,1,-1,-12,8,.,-9,0.2,-48
COc1ccccc1-c1ccc(=O)n(CC(=O)Nc2ccc(C(=O)N3CCCC3)cc2)n1,9,10,11,2,-6,0,6,-0.6,-1

# Quoted at random: 2 records from the list, in no set order.
SMILES,CHO-K1 Ca antag,TAAR1 agonist,CHRM1 PAM,CHRM1 antagonist,CHO-K1 Ca PAM,CHO parental Ca,M1 ag,CHO-K1 Ca ag,TAAR1 antag
COC(=O)C(COC(=O)c1c(F)cccc1F)NC(=O)c1c(F)cccc1F (stereo not given),-14,1,8,-18,10,-10,-2,1.4,-10
C[C@@H]1CN([C@H](C)CO)C(=O)CCCn2cc(nn2)CO[C@H]1CN(C)S(=O)(=O)c1ccc(Oc2ccccc2)nc1,4,2,4,-9,5,.,-8,-0.2,-18

# Next section:
SMILES,CHO-K1 Ca antag,TAAR1 agonist,CHRM1 PAM,CHRM1 antagonist,CHO-K1 Ca PAM,CHO parental Ca,M1 ag,CHO-K1 Ca ag,TAAR1 antag
COCCSc1ccccc1C(=O)Nc1ccc(S(=O)(=O)N2CCOCC2)cc1,-3,1,4,-20,-9,.,-5,0.4,-13
CC1=C/C(=N\OS(=O)(=O)c2ccccc2)C(C(C)C)=CC1=O,3,.,4,2,10,45,-7,0.4,.
CN(C)/C=C/C(=O)c1ccc(Oc2ccccc2)cc1,-2,1,6,-4,4,-7,-5,0.4,21
COCCNC(=O)CN(c1cc(C(F)(F)F)ccc1Cl)S(C)(=O)=O,-20,13,7,-8,11,-6,-3,0.6,-14
OCCC1CN(Cc2nc(-c3ccc(F)cc3)cs2)CCN1CCc1ccccc1 (stereo not given),7,10,-16,12,-8,-31,-11,2.7,-7
NC1=NC(=O)/C(=C/c2cn(CCC(=O)O)nc2-c2ccc(F)cc2)S1,3,1,-8,20,-10,4,-3,0.1,14
O=C(c1ccc(OCC2CCCO2)cc1)N1CCN(c2ccccc2)CC1 (stereo not given),6,6,-5,-3,7,-6,-2,1.7,8
Cc1cccc(CCN2CCN=C2N(C)C)c1,-13,2,4,-7,7,1,-13,0.3,-4
CCCc1nnc(SCC(=O)N2CCCC2)n1CC1CCCO1 (stereo not given),-4,6,-1,5,19,-9,-4,0.5,5
CCC(C(=O)OCC(=O)NC(=O)c1ccccc1)c1ccccc1 (stereo not given),-6,7,11,-15,-13,0,-2,0.2,-2
CSc1nc2ccccc2n1CC(=O)N1CCCCC1,4,4,6,-6,11,1,-2,0.0,0
Cc1ccc(CN2CCC(NC(=O)c3ccccc3)CC2)cc1,4,-1,-10,30,-11,-6,-9,0.6,0
O=[N+]([O-])c1ccc(Cl)c(S(=O)(=O)NCCc2ccccn2)c1,-17,28,14,-12,7,-9,-2,1.4,-21
Cn1cnnc1SCc1ccc(C(=O)O)cc1,-11,7,-3,-11,24,-4,-3,0.6,-24
Nc1ccc(Oc2ccccc2F)nc1,-5,5,14,-17,12,11,-6,0.7,7
C=C(C)C1Cc2c(C)nn(-c3ccccc3)c2C1 (stereo not given),-1,22,9,-13,12,-11,-5,0.1,20
COc1ccc(S(=O)(=O)N(CC(=O)NCc2ccncc2)c2cc(C)cc(C)c2)cc1OC,-8,4,-1,-6,11,-30,-10,3.6,1
Nc1c(N(CCCO)C(=O)C2CCCCC2)c(=O)[nH]c(=O)n1Cc1ccccc1,-3,1,8,-9,0,-10,-1,0.0,4
Cc1ccc(Nc2nc3nonc3[nH]c2=O)cc1Cl,30*,5,-16,13,-13,28,1,0.5,-6
CCC(C(=O)N1CC2(C)CC1CC(C)(C)C2)N1C(=O)c2ccccc2C1=O (stereo not given),20,6,1,-12,-5,-37,-1,0.1,-12
CCOc1cc(NC(=S)NCCCN(C)C)c(OCC)cc1NC(=O)C1CC1,-12,4,7,-3,13,-17,-4,0.9,5
O=C(CSc1nnc(Cc2cc(=O)[nH]c(=O)[nH]2)n1-c1ccccc1)N1CCCCC1,6,0,-5,1,9,1,-3,1.7,-10
COc1ccccc1N1CCN(C(=O)c2ccc(Cn3c(=O)[nH]c4ccsc4c3=O)cc2)CC1,-5,16,6,-30,-4,-13,4,1.1,48
CC(=O)NS(=O)(=O)c1ccc(NC(=O)c2ccccc2F)cc1,-22,8,7,-7,12,-7,-3,0.8,-3
COc1ccc(NS(=O)(=O)Cc2ccccc2)cc1OC,-7,5,5,-3,17,-17,-3,2.3,1
O=C(CCC(=O)NNC(=O)c1ccccc1[N+](=O)[O-])NCc1ccccc1,0,3,-3,1,-7,-3,-5,0.1,-9
COC(=O)c1cc(Cl)c(NC(=O)C(C)C)cc1OC,-6,8,-7,18,-12,6,-2,0.2,-27
COCCn1ccc(O)c(Cc2ccc(Cl)cc2)c1=O,-3,1,-6,9,7,-7,-3,0.3,-7
COc1ccc(Cn2nnnc2C(c2ccc3ncccc3c2)N2CCN(C3CCCCC3)CC2)cc1 (stereo not given),-10,4,11,-20,10,-5,-6,0.5,-18
CCC(c1ccc(O)cc1)C(CC)c1ccc(O)cc1 (stereo not given),7,0,-13,-2,5,-3,-4,0.4,47
O=C(COC(=O)c1ccc(S(=O)(=O)Nc2ccccc2)cc1)NCC1CCCO1 (stereo not given),0,4,0,5,-8,-9,-3,1.1,-10
Cc1onc(-c2ccccc2Cl)c1C(=O)OCc1nnc(-c2ccccc2)o1,-3,5,-3,1,-21,-15,-1,1.1,15
Cc1cc(C)nc(NS(=O)(=O)c2ccc(NC(=O)C3CC3)cc2)n1,-9,7,10,-5,12,-3,-1,0.7,-2
COc1ccc(CC(=O)NCC2CCCN(Cc3ccc(OC)cc3F)C2)cc1 (stereo not given),-7,11,2,-15,16,-11,-10,0.4,-16
CC(=O)Nc1ccc(NC(=O)CSc2nccn2Cc2ccc(Cl)cc2)cc1,2,3,3,-4,-10,-14,-1,4.9,9
CCCn1c(SCC(=O)N2CCCCC2)nnc1C(C)C,9,2,-2,5,-12,-10,-7,-0.2,1
CC1CN(C(=S)Nc2ccc(S(N)(=O)=O)cc2)CC(C)O1 (stereo not given),-9,28,3,-3,0,-4,-4,1.4,-10
CC(=O)n1cc([C@@H]2C=C(C(=O)Nc3ccccc3)O[C@H](OCCCCO)C2)c2ccccc21,1,22,-1,15,1,-13,-3,0.4,14
COc1cc(NC(C)=O)c2ncccc2c1NC(C)=O,-1,0,8,-23,-6,1,-1,0.5,-1
O=C(NCc1ccccn1)c1ccc(-c2ccccc2)cc1,6,2,2,2,12,-9,-8,-0.2,5
COc1cccc(NC(=O)C2(S(=O)(=O)c3ccc(Cl)cc3)CC2)c1,-7,7,4,-8,18,-10,-3,0.2,-23
COc1ccc(CCN=C(N)NS(=O)(=O)c2cc(F)ccc2OC)cc1,0,0,-3,-12,2,-4,-3,0.5,-13
CCN1CCN(c2ncnc3c2sc(=S)n3-c2ccccc2)CC1,2,3,2,-6,8,-15,-10,2.2,10
CC(C)=CC(=O)Nc1ccc(Cl)cc1,-3,5,-2,4,6,1,-4,0.7,-13
CC1(C)CC(=O)C(N=Nc2cc(C(F)(F)F)ccc2Cl)=C(O)C1,9,7,4,5,-2,-25,-7,7.3,-10

# Entries shown so far that have a Cl atom, in the order listed:
SMILES,CHO-K1 Ca antag,TAAR1 agonist,CHRM1 PAM,CHRM1 antagonist,CHO-K1 Ca PAM,CHO parental Ca,M1 ag,CHO-K1 Ca ag,TAAR1 antag
O=S(=O)(Cc1cnc(Cl)s1)c1ccccc1,-1,12,4,0,2,-10,-3,0.0,9
COCCNC(=O)CN(c1cc(C(F)(F)F)ccc1Cl)S(C)(=O)=O,-20,13,7,-8,11,-6,-3,0.6,-14
O=[N+]([O-])c1ccc(Cl)c(S(=O)(=O)NCCc2ccccn2)c1,-17,28,14,-12,7,-9,-2,1.4,-21
Cc1ccc(Nc2nc3nonc3[nH]c2=O)cc1Cl,30*,5,-16,13,-13,28,1,0.5,-6
COC(=O)c1cc(Cl)c(NC(=O)C(C)C)cc1OC,-6,8,-7,18,-12,6,-2,0.2,-27
COCCn1ccc(O)c(Cc2ccc(Cl)cc2)c1=O,-3,1,-6,9,7,-7,-3,0.3,-7
Cc1onc(-c2ccccc2Cl)c1C(=O)OCc1nnc(-c2ccccc2)o1,-3,5,-3,1,-21,-15,-1,1.1,15
CC(=O)Nc1ccc(NC(=O)CSc2nccn2Cc2ccc(Cl)cc2)cc1,2,3,3,-4,-10,-14,-1,4.9,9
COc1cccc(NC(=O)C2(S(=O)(=O)c3ccc(Cl)cc3)CC2)c1,-7,7,4,-8,18,-10,-3,0.2,-23
CC(C)=CC(=O)Nc1ccc(Cl)cc1,-3,5,-2,4,6,1,-4,0.7,-13
CC1(C)CC(=O)C(N=Nc2cc(C(F)(F)F)ccc2Cl)=C(O)C1,9,7,4,5,-2,-25,-7,7.3,-10
